# rCAG binder: molecules binding r(CAG) RNA repeats; 370,000 tested, 1.3% active; inhibition, % at 3 µM; r(CAG) RNA repeat, TO-PRO-1 dye displacement fluorescence;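 active = inhibition above the plate cutoff, the mean of all test compounds on that plate plus 3 SD, cut at about 35% in these data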;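 also: 0% = DMSO alone and 100% = 100 µM mitoxantrone as full dye displacement; higher means more dye released from RNA so lower well fluorescence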
# PRMT1 inh: PRMT1 (human) inhibition, primary screen; recombinant PRMT1, activity-based probe fluorescence polarization; inhibition, % at 2.79 µM; 370,000 tested, 1.3% active;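 active = inhibition above about 21% made by adding two undisclosed values, limit read from the data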
# MBD2 DNA inh: inhibitors of human MBD2 binding to methylated oligonucleotide | 370,000 tested, 0.31% active | Q9UBB5 | inhibition, % at 4.4 µM | TR-FRET; in the data active = inhibition above about 13%
# GC-B act: GC-B (human) receptor activation; AID 1920062; P20594; HEK293-GC-B cells, CNP EC30, cGMP TR-FRET; 0% at EC30 CNP, 100% saturating CNP; 370,000 tested, 0.11% active; activation, % at 10 µM;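 active = activation at 10 µM reaching about 35% in either raw or pattern-adjusted values, limit read from the data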
# mABHD4 FP: ABHD4 (mouse) inhibition, primary FP screen | Q8VD66 | purified mABHD4, FP-Rh probe fluorescence polarization | inhibition, % at 8.92 µM | 370,000 tested, 0.54% active | AID 720543;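 active = inhibition exceeding the mean over every tested compound plus 3 SD, cut at about 30% in these data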;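 also: 0% = plate median of compound wells and 100% = S159A mutant with DMSO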
#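 Assay system: mABHD4 protein; medium: HEPES pH 7.0, NaCl, Pluronic buffer; dosing: 8.92 µM, single dose; schedule: 45 min + 60 min at 25 °C; signal: FP readout, ex 525 nm / em 598 nm; read-out: normalized percent inhibition of probe labeling; repeats: single replicate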
# SIAE inh: blocks human sialic acid acetylesterase | Q9HAT2 | SIAE FP-Rh probe binding, fluorescence polarization | inhibition, % at 9.66 µM | 370,000 tested, 0.69% active | AID 1053197;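 active = inhibition above a cutoff: mean of compounds within the control limits plus 3 SD of those, cut at about 17% in these data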;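 also: 0% = plate median of compound wells and 100% = probe without SIAE protein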
# TCR CD3 inh: blocks the human TCR-CD3 interaction. TAMRA-labeled TCR probe fluorescence, biochemical. inhibition, % at 9.4 µM. 360,000 tested, 0.37% active; in the data active = inhibition above about 19%;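 also: recombinant mutant TCR 2C K166C tagged with TAMRA read by polarization; 0% = receptor in buffer alone and 100% = receptor with positive control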
# HTRA1 inhibitor: HTRA1 (human) protease inhibition; Q92743; recombinant HTRA1, FP-rhodamine activity-based probe, fluorescence polarization; inhibition, % at 5.96 µM; 340,000 tested, 0.5% active; AID 504803; in the data active = inhibition above about 36%;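 also: 0% = enzyme with DMSO and 100% = wells lacking enzyme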
# UHRF1 MBD2 ctr: blocks human UHRF1 binding to methylated DNA. 370,000 tested, 0.75% active. inhibition, % at 4.4 µM. UHRF1 binding to methylated oligo, TR-FRET. AID 687016; in the data active = inhibition above about 21%;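 also: UHRF1 SRA domain binding a hemimethylated CpG hairpin DNA probe; 0% = median of test compound wells and 100% = reference inhibitor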
# NPR1 activator: GC-A (human) enzyme activation; P16066; HEK293 GC-A cells, cGMP TR-FRET, EC30 ANP; 0% at EC30 ANP, 100% saturating ANP; activation, % at 10 µM; 370,000 tested, 0.14% active; AID 1671463; in the data active = activation above about 40%
# Target sequence (P16066 whole entry, looked up): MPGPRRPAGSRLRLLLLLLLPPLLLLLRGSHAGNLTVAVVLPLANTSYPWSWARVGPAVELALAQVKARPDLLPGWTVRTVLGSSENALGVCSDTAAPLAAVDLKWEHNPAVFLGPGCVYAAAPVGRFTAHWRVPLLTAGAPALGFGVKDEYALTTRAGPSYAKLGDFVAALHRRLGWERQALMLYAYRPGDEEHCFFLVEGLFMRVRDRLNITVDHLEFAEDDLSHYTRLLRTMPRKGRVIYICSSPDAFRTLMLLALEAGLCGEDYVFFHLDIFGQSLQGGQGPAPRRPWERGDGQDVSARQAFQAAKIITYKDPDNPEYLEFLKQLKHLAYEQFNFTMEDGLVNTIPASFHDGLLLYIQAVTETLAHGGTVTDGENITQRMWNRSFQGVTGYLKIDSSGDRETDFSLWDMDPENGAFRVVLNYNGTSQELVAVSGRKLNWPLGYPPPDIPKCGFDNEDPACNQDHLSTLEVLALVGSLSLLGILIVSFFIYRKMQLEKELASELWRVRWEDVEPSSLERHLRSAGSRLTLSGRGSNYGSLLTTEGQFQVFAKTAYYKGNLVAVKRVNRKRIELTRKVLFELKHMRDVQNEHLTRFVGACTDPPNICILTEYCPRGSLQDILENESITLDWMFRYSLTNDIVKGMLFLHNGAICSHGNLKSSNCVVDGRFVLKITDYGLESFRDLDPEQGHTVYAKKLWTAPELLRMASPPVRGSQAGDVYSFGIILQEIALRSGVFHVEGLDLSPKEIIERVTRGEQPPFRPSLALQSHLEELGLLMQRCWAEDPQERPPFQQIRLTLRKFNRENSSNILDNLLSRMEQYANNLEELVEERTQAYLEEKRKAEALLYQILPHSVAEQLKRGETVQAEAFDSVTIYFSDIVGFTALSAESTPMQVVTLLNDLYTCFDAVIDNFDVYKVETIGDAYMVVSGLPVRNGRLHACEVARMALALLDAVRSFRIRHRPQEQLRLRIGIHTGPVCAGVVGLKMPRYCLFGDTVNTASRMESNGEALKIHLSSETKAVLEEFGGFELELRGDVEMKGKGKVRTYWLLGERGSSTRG
# * hit, by the source's call; x = no result given.
SMILES,rCAG binder,PRMT1 inh,MBD2 DNA inh,GC-B act,mABHD4 FP,SIAE inh,TCR CD3 inh,HTRA1 inhibitor,UHRF1 MBD2 ctr,NPR1 activator
CCOc1cccc2sc(N(CCCN(C)C)C(=O)c3ccc(S(=O)(=O)N(C)CC4CCCO4)cc3)nc12 (stereo not given),-8.9,2.9,-0.3,-5.8,10.6,2.6,-8.2,-2.0,6.5,0.6
O=S(=O)(c1ccccc1C(F)(F)F)N1CCC(n2cnc3ccccc32)CC1,-6.3,-1.8,2.7,-4.4,2.1,8.3,-4.2,-9.4,0.1,-0.3
CC(C)C(c1nnnn1Cc1ccccc1)N1CCN(Cc2ccc3c(c2)OCO3)CC1 (stereo not given),-13.9,-2.0,2.4,-3.8,-14.8,-6.0,-1.2,-9.0,2.2,-2.4
CCOC(=O)N1CCN(S(=O)(=O)c2ccc(C(=O)Nc3nnc(CC)o3)cc2)CC1,14.7,-0.2,-2.4,2.0,7.1,3.5,3.7,3.4,-2.1,0.9
COC(=O)c1ccccc1NC(=S)N(C)C,-2.9,-0.7,-1.2,3.7,1.9,-11.1,-0.7,1.2,-1.6,-1.6
O=C(Nc1ccn(Cc2ccc(F)cc2)n1)c1ccncc1,-0.2,4.4,4.0,-6.2,-4.4,-0.4,-2.5,1.9,1.3,10.7
O=C(Nc1ccc2c(c1)OCCO2)C1c2ccccc2OCC(=O)N1Cc1ccco1 (stereo not given),5.0,-2.0,-4.8,-4.4,-7.9,-2.9,3.1,x,2.4,-1.1
Cc1n[nH]c(=O)n1-c1ccc(OC(F)(F)F)cc1,-7.0,3.2,0.9,-3.7,-6.5,-5.7,1.9,0.7,4.5,2.4
O=C(CN1C(=O)CCSc2ccccc21)Nc1ccc2c(c1)OCO2,0.7,0.7,-3.6,-1.6,0.9,-3.4,1.1,5.3,-1.5,-1.3
CCOC(=O)C1(CCCc2ccccc2)CCN(Cc2nccn2CC)CC1,-8.1,-2.6,-3.5,2.2,2.8,-9.2,3.1,4.9,-2.6,1.2
CC(=O)N/C(=C\c1ccccc1)C(=O)OCC(=O)c1c(N)n(CC(C)C)c(=O)n(C)c1=O,-2.1,1.5,-8.0,-8.0,0.9,5.1,5.8,-3.1,1.8,-0.1
COc1ccc(N(CC(=O)NCCSCc2cccc(Cl)c2)S(C)(=O)=O)cc1,-3.0,2.0,-1.1,-9.0,2.5,-0.7,-8.4,3.5,4.7,-6.5
CCOc1ccc(CCN2C(=O)C(=O)N([C@@H](CC(C)C)CN3CCC[C@@H]3CN3C(=O)C(=O)NC[C@@H]3CC(C)C)C[C@@H]2Cc2ccccc2)cc1,4.2,0.8,-1.9,1.3,1.8,2.1,7.4,x,-1.6,2.7
Cc1csc(=O)n1CCC(=O)OCC(=O)NCc1ccc(Cl)cc1Cl,-3.9,-2.7,-8.9,7.7,-6.3,4.7,2.5,-0.8,1.1,-2.4
COc1cccc2c1OCC(C(=O)OCc1cccnc1)=C2,-4.8,-2.3,-2.1,4.8,0.0,-1.7,5.3,2.1,-4.7,0.0
O=S(=O)(NCc1ccc2c(c1)OCO2)c1cccc(F)c1,1.9,-1.2,-2.5,3.0,-2.0,3.6,4.3,11.0,-0.7,1.2
COc1ccc(CCNC(=O)Cn2cccc2C(=O)c2ccccc2)c(OC)c1,-4.9,5.4,-3.1,-6.1,7.0,-0.1,-0.4,-9.0,4.0,-14.6
CN(c1ccc2nc3ccccc3c(=O)n2n1)C1CCCCC1,-4.7,-0.8,-0.6,-1.6,-4.5,-1.7,1.5,-4.7,-1.5,4.3
CCc1ccc(/C=N\n2cnnc2)cc1,0.9,-1.3,4.2,2.6,-4.2,3.1,1.9,-2.8,-0.8,-3.0
Cc1ccc(CC(=O)N/N=C/c2ccc3c(c2)OCO3)cc1,-1.7,-1.8,-0.3,1.0,-0.9,-1.9,5.0,2.4,-2.3,6.0
O=C(CSc1nc2ccccc2[nH]1)N/N=C/c1ccco1,0.2,-3.2,-0.4,2.3,6.9,16.4,3.6,-3.0,0.1,0.7
Cc1cccc(N=Nc2cn[nH]c2-c2ccco2)c1,-0.3,1.8,0.9,0.4,-1.3,-0.4,6.1,-7.7,10.8,1.7
Cc1c(N=O)c(-c2ccccc2)n(O)[n+]1[O-],2.5,2.3,2.9,5.2,6.5,5.1,5.2,-3.0,3.9,-0.4
CCOC(=O)c1cc(C#N)c(SC(C)C(=O)NC2CCCCC2)nc1C (stereo not given),-2.5,-2.4,-1.8,-1.3,-3.2,-11.2,2.8,4.6,-0.9,0.2
COc1ccc2cc(CCNS(=O)(=O)c3ccc(NC(C)=O)cc3)c(=O)[nH]c2c1,2.1,-0.5,3.6,-4.9,-6.8,-1.2,-4.9,3.4,3.9,-3.1
CC(C)Cc1nnc(NC(=O)CCC(=O)NC2CCCCC2)s1,-0.5,1.8,-6.0,5.6,4.6,3.2,20.4*,3.9,0.5,5.3
O=C1OC2(CCCCC2)OC(=O)C1=CNc1ccc2c(c1)OCO2,-3.2,-1.0,-1.2,4.7,-0.5,3.7,1.3,-2.5,-3.2,6.8
CCCC(=O)Nc1ccc2oc(-c3cncc(Br)c3)nc2c1,-0.8,-2.9,-4.0,1.8,0.7,2.1,-3.4,4.4,-1.2,-0.2
Cc1cc(/C=N/NS(=O)(=O)c2ccc(F)c(Cl)c2)no1,3.0,1.0,3.6,5.5,5.5,0.8,-8.4,-3.0,-0.4,-1.9
CC(=O)c1cnc2sccn2c1=O,2.6,-1.6,-2.0,6.8,-7.0,4.1,-8.8,1.8,1.6,-2.2
CCOC(=O)C1=C(C)Nc2ncnn2C1/C=C/c1ccccc1 (stereo not given),-5.0,-3.9,-0.1,-8.2,-2.2,-2.0,-0.1,-8.3,-2.4,36.5
Cc1cccc(OCC(=O)N(Cc2nnc(-c3ccccc3Cl)o2)C2CC2)c1,3.6,4.6,-2.2,-1.1,6.4,7.2,0.7,-3.7,68.5*,2.6
O=C(CCNC(=O)c1ccc([N+](=O)[O-])cc1)Nc1cc(C(F)(F)F)ccc1N1CCOCC1,-1.0,4.2,4.1,-2.0,10.0,4.0,-1.7,2.8,-0.9,-8.1
COc1ccc([N+](=O)[O-])cc1NC(=O)C(C)N1CCN(C(=O)c2ccco2)CC1 (stereo not given),0.6,-0.1,1.6,-0.7,2.2,-5.2,-0.3,2.9,-1.4,-2.5
Cc1ccc(NC(=O)N2CCc3ccccc3C2)cc1,-1.6,-2.0,1.3,0.1,-10.8,-3.0,-2.0,-7.6,3.0,0.0
CCCNC(=O)C1(C)CCN(Cc2csc3ccccc23)C1 (stereo not given),-0.1,-2.8,2.8,-0.7,-0.4,5.3,6.0,x,-2.5,-1.0
CCc1c(-c2ccc(F)cc2)ncn1CCc1ccccc1OC,1.8,-0.8,2.4,-1.4,2.6,6.0,1.0,x,1.3,-3.8
O=C(CSCc1ccccc1)Nc1nccs1,-0.3,-3.8,-2.6,-5.7,-0.6,-5.8,1.8,0.4,1.8,1.9
O=C1C2C3C=CC(C2C(=O)N1c1ccccc1O)C1C2C(=O)N(c4ccccc4O)C(=O)C2C31 (stereo not given),2.5,1.4,-3.7,2.7,1.2,6.3,6.0,1.5,-4.6,-2.7
COc1cccc(-c2csc(N3CCN(C(=O)Nc4ccccc4Cl)CC3)n2)c1,0.2,2.1,-4.7,5.4,-2.7,-1.1,3.7,-9.5,-1.0,-0.2
CC(=O)N1CCSc2ccc(S(=O)(=O)Nc3ccc(C)cc3)cc21,1.5,3.3,-0.9,1.2,0.2,2.7,-3.5,-6.7,1.4,-1.3
O=C(c1cc2ccccc2cc1O)N1CCN(c2ccc([N+](=O)[O-])cc2)CC1,19.9,2.1,4.0,-2.2,1.6,-9.8,0.1,-15.7,-0.4,2.2
Nc1nnc(SCC(=O)NCCOc2ccccc2)s1,4.2,0.8,8.7,3.9,-10.9,-7.2,-4.0,2.2,4.9,-1.7
COc1ccc(C(=O)NCCc2ccc(Cl)cc2)cc1S(=O)(=O)N1CCCCC1C (stereo not given),3.2,-0.3,-4.0,1.5,-2.4,1.3,10.7,-14.3,-1.7,2.1
CC(C)C(NC(=O)c1ccccc1NC(=O)c1ccco1)C(=O)O (stereo not given),1.3,2.4,-2.3,2.2,0.0,-7.0,-1.2,3.7,0.2,1.6
COc1cc(S(=O)(=O)N2CCN(C(=O)c3ccccc3F)CC2)c(OC)cc1NC(C)=O,-2.7,-0.7,-4.0,2.8,-0.2,1.3,4.7,0.8,0.2,1.0
CC(O)Cn1c(N2CCCC2)nc2c1c(=O)[nH]c(=O)n2C (stereo not given),-1.4,2.8,-3.2,-0.7,4.7,2.2,-4.6,9.7,-3.4,-2.2
c1ccc(CN(Cc2ccccc2)c2ncnc3c2nnn3Cc2ccccc2)cc1,-2.4,4.5,-0.1,6.3,-3.8,-1.0,-0.1,x,3.4,2.1
CCOC(=O)c1c(-c2ccccc2)cn2c(C)cc(C)nc12,-2.6,-2.6,2.6,2.3,1.5,-2.6,3.4,3.8,-1.0,3.0
O=C(c1ccc2c(c1)OCO2)N1CCCC1,-0.2,-1.7,3.0,x,-7.9,-1.2,5.5,5.8,7.5,x
CCOC(=O)C1CCN(C(=O)c2cccc(S(=O)(=O)N3CCc4ccccc43)c2)CC1,-1.8,-1.5,2.4,-3.0,-4.1,2.7,6.7,-0.9,-2.4,-0.9
CC1CCCC(C)N1NC(=O)c1cccc(S(=O)(=O)N2CCc3ccccc32)c1 (stereo not given),-2.2,-0.9,-2.4,-2.9,-3.3,-4.0,0.3,-12.2,6.7,-4.3
COc1ccc(S(=O)(=O)NC(CC(=O)NCc2ccco2)C(C)C)cc1 (stereo not given),-0.4,-3.2,4.1,1.2,-1.4,0.3,3.5,-1.9,-2.2,-3.4
O=C(NCCNC(=O)c1ccc(-c2ccc(Cl)c(Cl)c2)o1)c1cnccn1,-1.1,6.6,2.4,-7.7,3.5,-2.8,-0.7,-18.2,1.1,-31.4
CCCCc1ccc(NC(=S)NCCc2ccc(F)cc2)cc1,-1.1,0.4,1.3,3.2,-18.8,1.2,0.3,-34.6,-3.4,0.3
CCOc1ncccc1C(=O)N1CCN(c2cccc(C)c2C)CC1,-7.1,2.8,0.0,4.6,3.1,-8.0,5.3,-4.8,3.3,-0.3
O=C(c1ccc([N+](=O)[O-])o1)N1CCN(c2nc3c(F)cc(F)cc3s2)CC1,3.7,-3.4,-6.7,-6.6,-10.7,-6.4,0.9,4.8,-2.7,-1.2

# Arranged by count of non-hydrogen atoms (descending): part of the list above
SMILES,rCAG binder,PRMT1 inh,MBD2 DNA inh,GC-B act,mABHD4 FP,SIAE inh,TCR CD3 inh,HTRA1 inhibitor,UHRF1 MBD2 ctr,NPR1 activator
CCOC(=O)C1CCN(C(=O)c2cccc(S(=O)(=O)N3CCc4ccccc43)c2)CC1,-1.8,-1.5,2.4,-3.0,-4.1,2.7,6.7,-0.9,-2.4,-0.9
O=C(c1ccc([N+](=O)[O-])o1)N1CCN(c2nc3c(F)cc(F)cc3s2)CC1,3.7,-3.4,-6.7,-6.6,-10.7,-6.4,0.9,4.8,-2.7,-1.2
CCCCc1ccc(NC(=S)NCCc2ccc(F)cc2)cc1,-1.1,0.4,1.3,3.2,-18.8,1.2,0.3,-34.6,-3.4,0.3
CCOC(=O)c1c(-c2ccccc2)cn2c(C)cc(C)nc12,-2.6,-2.6,2.6,2.3,1.5,-2.6,3.4,3.8,-1.0,3.0

# Screening results (PubChem)

# This is a subset; the hit share may differ from the screen's.
